LGR2 inh: inhibitors of bursicon-induced Drosophila LGR2 receptor cAMP signaling. HEK293 LGR2, CRE-luciferase, bursicon-stimulated, 4 h. inhibition, % at 9.99 µM. 380,000 tested, 0.35% active. AID 720647;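 active means drop in luminescence signal, shown as inhibition above about 50% in the replicate tests, limit read from the data, passing the limit was not always enough; inconclusive means probably only some replicates passing the limit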;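 further: agonist challenge used bursicon conditioned medium at about half maximal strength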
Xi reactivation: reactivates the inactive X chromosome in mouse fibroblasts | XiGFP mouse fibroblasts, % GFP-positive cells imaging, 3 d; cells co-treated with 5-aza-dC sensitizer; scaled so ellipticine positive control = 100% | activation, % at 7.58 µM | 360,000 tested, 0.055% active;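 active means mean normalized replicate activation at least 10% and every replicate at or above 10%; inconclusive means only one of the two criteria met; inactive means mean below 10% and not all replicates reach 10%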;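 further: 0% = median of on-plate neutral control wells and 100% = ellipticine 6 µM median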
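System: 68-5-11 XiGFP fibroblast line | Buffer or medium: DMEM containing 5-aza-dC | Compound: Single point | Times: Compounds 3 days, fix/stain 15 min at room temperature | Benchmarks: Positive control ellipticine, 6 µM final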
C2C12 statin: suppressors of simvastatin-induced myotoxicity in C2C12 myotubes; ATP luminescence, 48 h; scaled: DMSO 0, geranylgeraniol control 100; rescue of ATP level, % at 7.49 µM; 330,000 tested, 0.78% active; AID 602340;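 active means mean ATP rescue above about 67%, or every replicate alone reaching that limit, limit read from the data, passing the limit was not always enough; inconclusive means no clear call, values can overlap the other calls; inactive means mean under the limit and some replicate under it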;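 further: myotubes were challenged with 10 µM simvastatin during compound exposure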
Cneo AK release: Cryptococcus neoformans lysis via adenylate kinase release; C. neoformans lysis, adenylate kinase release luminescence, 4 h; normalised: neutral wells 0, clomiphene wells 100; lysis activity, % at 15 µM; 360,000 tested, 0.2% active; AID 651654;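 active means mean lysis activity across replicates of at least 80%, whatever share of replicates individually reach that level; inactive means mean lysis activity below 80%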
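Assay system: log-phase C. neoformans yeast / Quantity: yeast cell density of 5 × 10^6 cells/mL / Medium: fresh YPD growth medium / Compound: single dose / Timing: static 4 h at 37 °C with compound, 1 h detection / Measured by: adenylate kinase release luminescence / Read-out: lysis from increased AK signal / Benchmarks: Clomiphene as positive lysis control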
ERAP1 HTS inh: inhibitors of human ERAP1 aminopeptidase. Q9NZ08. recombinant ERAP1, Leu-AMC fluorescence, 60 min. 340,000 tested, 0.15% active. inhibition, % at 10.7 µM. AID 652197;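 active means mean replicate inhibition of at least 30%, or all replicates individually reaching that 30% level; inactive means mean below 30% and not every replicate reaching it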;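 further: 0% = neutral control wells and 100% = L-leucinethiol positive control wells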
Target sequence (Q9NZ08 whole entry, looked up): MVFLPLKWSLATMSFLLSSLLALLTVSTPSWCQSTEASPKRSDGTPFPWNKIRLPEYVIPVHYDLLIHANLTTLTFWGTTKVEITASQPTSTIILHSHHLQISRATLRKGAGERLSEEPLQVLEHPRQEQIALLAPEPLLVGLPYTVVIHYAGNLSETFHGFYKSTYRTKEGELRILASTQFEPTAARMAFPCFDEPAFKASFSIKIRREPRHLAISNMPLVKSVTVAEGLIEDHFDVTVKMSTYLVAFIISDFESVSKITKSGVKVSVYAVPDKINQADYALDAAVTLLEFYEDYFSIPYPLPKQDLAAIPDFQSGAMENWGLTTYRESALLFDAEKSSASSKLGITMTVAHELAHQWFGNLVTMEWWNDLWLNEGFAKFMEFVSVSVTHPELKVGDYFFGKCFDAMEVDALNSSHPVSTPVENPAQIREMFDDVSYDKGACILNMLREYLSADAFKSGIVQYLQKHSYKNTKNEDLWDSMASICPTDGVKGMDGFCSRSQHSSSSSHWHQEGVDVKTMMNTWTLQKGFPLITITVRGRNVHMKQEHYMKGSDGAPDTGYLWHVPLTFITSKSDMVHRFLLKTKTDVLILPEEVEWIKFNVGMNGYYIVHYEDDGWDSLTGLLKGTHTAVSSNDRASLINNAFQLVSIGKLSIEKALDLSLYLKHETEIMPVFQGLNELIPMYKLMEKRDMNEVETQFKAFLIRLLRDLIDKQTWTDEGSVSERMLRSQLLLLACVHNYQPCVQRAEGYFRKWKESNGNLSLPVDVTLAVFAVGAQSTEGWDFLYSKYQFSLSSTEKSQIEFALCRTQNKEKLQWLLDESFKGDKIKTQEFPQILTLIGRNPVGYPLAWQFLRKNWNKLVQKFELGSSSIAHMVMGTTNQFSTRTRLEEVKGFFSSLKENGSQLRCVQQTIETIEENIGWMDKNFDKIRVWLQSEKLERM
PGC1a acetyl inh: PGC1a acetylation modulation, inhibitor mode. 350,000 tested, 0.17% active. U2OS PGC1a acetylation, AlphaScreen anti-acetyl-lysine; with virally co-expressed GCN5 acetyltransferase. inhibition, % at 15.6 µM;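 active means every replicate shows inhibition of at least 40%; inconclusive means mean inhibition at least 40% but some replicate below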;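 further: 0% = neutral control wells and 100% = positive control wells; some results beyond the cut were filed as inactive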
S100A4 inh HTS: inhibitors of human S100A4 binding to myosin IIA peptide; P26447; S100A4/TAMRA-MyoIIA peptide fluorescence polarization; inhibition, % at 10.7 µM; 360,000 tested, 0.14% active;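 active means mean inhibition of at least 70% across replicates, with every replicate also reaching that level; inconclusive means mean inhibition reaches 70% but some replicates fall short; inactive means mean inhibition below 70%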
Target sequence (P26447 whole entry, looked up): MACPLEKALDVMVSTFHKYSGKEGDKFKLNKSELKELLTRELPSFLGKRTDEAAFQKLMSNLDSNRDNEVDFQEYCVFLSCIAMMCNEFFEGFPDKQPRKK
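System – human S100A4 monomer protein, biochemical binding assay · Buffer or medium – Calcium-containing HEPES buffer, pH 7.2 · Timing – 5 min between mix addition and reading · Also added – TAMRA-labelled myosin IIA heavy-chain peptide probe, 5 nM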
SIRT5 inh: sirtuin-5 (human) deacylase inhibition | 330,000 tested, 1.1% active | Q9NXA8 | inhibition, % at 15 µM | Purified SirT5, succinyl-peptide AMC, trypsin-coupled fluorescence; in the data active means inhibition above about 15%; inconclusive means no clear call, values can overlap the other calls
Numbers without * were called inactive; u = inconclusive; x = no result given. A portion of the library, so the mix of outcomes need not match the whole.

Second line of a record – LGR2 inh	Xi reactivation	C2C12 statin	Cneo AK release	ERAP1 HTS inh	PGC1a acetyl inh	S100A4 inh HTS	SIRT5 inh
> CN(C(=O)CN1CCN(c2cc(-c3cccc4oc5ccccc5c34)ncn2)CC1)c1ccccc1
    -15.9	0.0	3.6	-0.1	1.5	-10.7	-4.3	-2.5
> Cc1ccc(C(=O)CN2C(=O)NC3(CCCCC3C)C2=O)s1 (centres undefined)
    4.6	0.0	-2.6	-2.0	2.9	x	4.0	-0.5
> O=C(O)C[C@H]1C[C@@H]2c3cc(NC(=O)NC4CCCCC4)ccc3O[C@@H]2[C@H](CO)O1
    8.3	0.2	-6.8	30.7	-1.1	-2.9	1.3	-1.6
> COCC#Cc1ccc2c(c1)O[C@@H](CN(C)C(=O)c1ccccc1)[C@H](C)CN([C@@H](C)CO)S2(=O)=O
    6.7	0.3	4.4	3.8	3.5	9.1	4.9	2.1
> O=C(OCC(O)C1OC(c2ccccc2)OC(COC(=O)c2ccccc2)C1O)c1ccccc1 (centres undefined)
    5.5	0.0	x	x	-2.0	x	6.8	x
> CC(=O)N(C)C[C@H]1Oc2cc(-c3ccccc3F)ccc2S(=O)(=O)N([C@H](C)CO)C[C@H]1C
    14.2	2.2	-17.8	-2.8	0.0	7.0	-1.5	-2.7
> CC(C)NC(=O)N[C@@H]1CC[C@H](CCn2cc(-c3ccccc3)nn2)O[C@H]1CO
    -11.7	0.0	-7.3	-1.2	-0.2	6.7	4.5	1.0
> CCCC#Cc1cnc2c(c1)C(=O)N([C@@H](C)CO)C[C@H](C)[C@@H](CN(C)C(=O)c1cccc(F)c1)O2
    -4.3	0.5	16.0	-1.7	-2.4	8.6	-10.8	13.9
> COc1cc(N)c(Cl)cc1C(=O)OCC(=O)NC(=O)NCc1ccco1
    -2.9	0.1	-2.2	1.4	0.1	-6.3	-2.2	-2.8
> CN(C)[C@@H](CO)c1nnc([C@H](CCC(=O)O)NC(=O)C2CCNCC2)o1
    -10.5	0.1	1.1	5.8	-1.9	14.1	-2.6	-0.2
> Cc1ccc(NC(=O)CCNS(=O)(=O)c2ccc(OC(F)(F)F)cc2)c(O)c1
    15.3	0.0	4.6	3.1	-0.5	x	-5.6	-2.1
> CCOC(=O)C1CCN(C(=O)CNC(=O)c2nn(-c3ccc(OC)cc3)c(=O)c3ccccc23)CC1
    7.8	0.3	-8.0	-21.9	9.3	x	-11.2	-6.4
> COCCNC(=O)C[C@H]1CC[C@@H]2[C@@H](COc3ccc(NS(=O)(=O)c4ccc(Cl)cc4)cc3C(=O)N2C)O1
    1.5	0.2	2.5	2.8	-1.4	-1.3	2.2	-0.7
> O=C(NC1CCCN(CCc2ccccc2)C1)c1c(F)cccc1F (centres undefined)
    -8.0	0.0	-3.0	1.1	-0.1	18.0	11.9	-7.8
> CCC(=O)c1ccc(SC(=O)N(C)C)cc1O
    -21.0	7.4	14.0	-1.2	5.6	x	6.7	-0.8
> CCOC(=O)c1c(C)nsc1NCc1ccccc1
    -0.8	-0.1	x	x	-0.5	x	2.1	0.6
> C[C@H](NC(=O)C[C@H]1C[C@H]2c3cc(NC(=O)C4CCC4)ccc3O[C@H]2[C@@H](CO)O1)c1ccccc1
    -10.2	0.1	7.4	-2.7	-0.4	13.7	24.6	-4.7
> CC1CN(Cc2c(O)ccc3c2oc(=O)c2ccccc23)CC(C)O1 (centres undefined)
    -4.0	u	10.0	8.5	-3.3	8.2	-24.5	3.3
> CN(C)C(=O)C[C@H]1C[C@@H]2c3cc(NS(=O)(=O)c4ccc(F)cc4)ccc3O[C@@H]2[C@H](CO)O1
    2.7	0.0	-0.6	1.7	x	9.7	x	x
> CN(C)CC(=O)N[C@H]1C=C[C@H](CC(=O)NCCN2CCCCC2)O[C@@H]1CO
    1.1	0.6	8.8	43.3	1.9	-3.9	-6.4	11.5

Continued:
Second line of a record – LGR2 inh	Xi reactivation	C2C12 statin	Cneo AK release	ERAP1 HTS inh	PGC1a acetyl inh	S100A4 inh HTS	SIRT5 inh
> C/C(=N\NC(=O)CSc1nnc(C)s1)c1ccc(Cl)cc1
    1.3	0.2	x	-1.8	x	0.9	x	x
> O=C1C=C(Nc2ccc(Cl)cc2)CC(c2ccc(Cl)cc2)C1 (centres undefined)
    18.7	x	3.7	1.4	x	-0.2	x	x
> CCCCn1c(N)c(N(CC(C)C)C(=O)CC2OC(=O)c3ccccc32)c(=O)[nH]c1=O (centres undefined)
    10.5	0.3	-3.7	-1.5	0.6	5.2	4.3	-2.1
> Cc1cc(C)nc(CCNC(=O)C2CCC(=O)N(Cc3ccccc3F)C2)n1 (centres undefined)
    3.1	0.1	6.2	11.2	3.3	3.0	-0.4	-2.5
> COc1ccc(CN2CCNC(=O)C2CC(=O)NCc2cccc(C)n2)c(OC)c1 (centres undefined)
    -8.1	-0.2	2.3	-1.9	-0.9	3.1	5.1	-5.3
> CCCCn1c(N)c(N(CCOC)C(=O)COc2c(C)cccc2C)c(=O)[nH]c1=O
    10.8	0.2	x	x	13.0	x	4.5	-2.2
> COc1ccc(C(CNC(=O)COc2ccc(Br)cc2F)N2CCCC2)cc1 (centres undefined)
    -9.0	0.0	-9.3	7.5	-2.0	3.6	2.8	9.5
> COc1cccc(NS(=O)(=O)c2ccc3c(c2)NC(=O)C(C)C(=O)N3)c1 (centres undefined)
    -10.1	0.1	3.3	-0.7	-0.3	-7.8	1.0	-4.0
> Cc1ccc(NC(=O)C(C)OC(=O)CCC2CCCCC2)cc1 (centres undefined)
    -10.9	0.3	10.2	-0.8	-0.1	-1.2	-2.0	-2.5
> Nc1ccccc1SCC(=O)Nc1ccc2c(c1)OCO2
    -38.9	-0.1	11.8	0.3	1.1	2.7	-0.1	-2.7
> C[C@H](NC(=O)C[C@H]1C=C[C@@H](NC(=O)C2CC2)[C@@H](CO)O1)c1ccccc1
    -2.0	0.1	0.6	34.7	-0.7	2.6	5.2	5.5
> CCN(CC)CC(O)Cn1c(C)c(-c2ccccc2)c2cc([N+](=O)[O-])ccc21 (centres undefined)
    1.0	0.1	8.6	7.7	-1.3	-6.8	1.2	-1.1
> O=C(CC1C(=O)NCCN1C(=O)c1ccc([N+](=O)[O-])cc1)Nc1cccc(Cl)c1 (centres undefined)
    3.3	0.0	4.5	1.3	0.7	x	4.5	0.7
> O=C(C[C@@H]1CC[C@@H]2[C@H](COC[C@@H](O)CN2Cc2ccc(F)cc2)O1)NCCc1ccccc1
    -6.0	0.2	23.9	14.4	0.1	-18.8	0.3	1.7
> CCCCSc1nnc(-c2ccccc2N)c(=O)[nH]1
    -74.1	x	12.4	-0.1	-0.2	0.5	-3.0	-1.7
> CO[C@@H]1CN(C)C(=O)c2ccc(NC(=O)c3ccccn3)cc2OC[C@@H](C)N(CC2CC2)C[C@H]1C
    x	x	5.2	-1.9	x	14.4	-6.8	x
> CNC[C@H]1Oc2ccc(NC(=O)NC(C)C)cc2CC(=O)N([C@H](C)CO)C[C@H]1C
    2.8	-1.1	3.5	-0.7	-2.2	5.7	12.2	-4.3
> O=C(N[C@@H](Cc1ccc(O)cc1)C(=O)O)c1ccc(C(F)(F)F)cc1
    3.4	0.0	24.9	7.6	0.9	x	2.0	-2.0
> O=C(CN1c2cccc3cccc(c23)S1(=O)=O)Nc1c(F)c(F)c(F)c(F)c1F
    x	0.0	2.0	0.5	1.1	9.1	-1.9	2.3
> O=C(NNC(=O)C1CC1)c1cc(Cl)nc2ccccc12
    2.9	-0.1	-5.7	1.8	4.6	x	0.3	-1.6

Other results follow:
Second line of a record – LGR2 inh	Xi reactivation	C2C12 statin	Cneo AK release	ERAP1 HTS inh	PGC1a acetyl inh	S100A4 inh HTS	SIRT5 inh
> COC(=O)CCC(=O)N1CCCC(CNS(=O)(=O)c2ccc(OC)cc2)C1 (centres undefined)
    6.5	0.2	x	x	-1.3	5.7	-3.2	4.2
> CCOC(=O)c1cc(CC)sc1NC(=O)CC1SC(N)=NC1=O (centres undefined)
    3.4	0.5	-4.0	x	-0.2	-5.8	-4.7	-0.4
> CCCc1nc(SCC(=O)c2ccccc2)c2c(=O)n(C)c(=O)n(C)c2n1
    41.6	0.1	-3.6	0.7	3.7	2.2	-9.5	-1.2
> NS(=O)(=O)c1ccc(NC(=O)Cn2nc(C(=O)O)c3ccccc3c2=O)cc1
    8.5	0.0	36.3	-4.4	2.5	x	0.5	-3.1
> COc1ccc(C[C@@H]2CCc3cnnn3COC[C@H](c3ccccc3)NC2=O)cc1
    -29.8	0.2	x	2.0	7.7	x	-5.1	2.1
> O=Cc1cn(CC(=O)N2CCc3ccccc32)c2ccccc12
    3.9	0.5	6.3	2.5	-0.8	4.3	1.2	-1.5
> C[C@@H]1CCCCO[C@@H](CN(C)C(=O)c2ccccc2)[C@@H](C)CN([C@H](C)CO)C(=O)c2cc(NC(=O)Nc3ccc(F)cc3)ccc2O1
    7.8	0.1	x	-1.5	-2.8	9.6	-4.5	4.3
> CCC/C=C/c1ccc(CN2C(CC(C)C)C(=O)N(Cc3cn(CCC4OCCCO4)nn3)CCS2(=O)=O)cc1 (centres undefined)
    7.0	-0.1	-19.0	1.3	-3.9	x	0.7	-1.5
> O=C1C=CC(=NN=C(c2ccccc2)c2ccccc2)C=C1
    2.3	-0.1	x	x	4.2	x	-3.6	-3.5
> C[C@H]1CN([C@@H](C)CO)C(=O)c2cc(NC(=O)c3ccncc3)ccc2O[C@@H]1CN(C)Cc1ccc(C(F)(F)F)cc1
    -11.9	0.2	6.6	2.3	x	1.1	x	-0.6
> O=C(c1c[nH]c2ccccc12)N1CCN(Cc2ccccc2)CC1
    11.1	-0.3	x	x	1.1	18.3	-4.4	-2.3
> C/C=C/c1ccc2c(c1)O[C@@H](CN(C)C(=O)NC(C)C)[C@@H](C)CN([C@@H](C)CO)S2(=O)=O
    -5.3	-0.9	12.2	0.1	-0.6	-18.8	5.2	-17.7
> Cc1ccc(NS(=O)(=O)c2ccc(CCC(=O)NCc3ccccn3)cc2)cc1
    2.8	0.0	-0.6	-1.1	7.2	-1.9	-7.3	-2.2
> COc1ccc(-c2[nH][nH]c(=O)c2NC(=O)c2ccc(C)cc2)cc1
    1.8	0.1	-11.0	-17.6	4.0	10.5	-1.8	-1.2
> CNC(=S)N1CCN(C(c2ccccc2)c2ccccc2)CC1
    22.5	0.0	x	x	-2.5	-5.5	-3.5	-6.5
> CCCCCC(=O)Nc1ccc(-c2cn3cccnc3n2)cc1
    -9.6	0.0	8.7	7.9	-13.8	-2.4	5.4	-3.0
> CN(C(=O)/C=C/c1ccc([N+](=O)[O-])s1)c1ccccc1
    9.7	2.5	3.2	0.1	2.1	x	-1.4	-4.5
> FC(F)(F)c1ccc(/C=N/NC(=S)NC2CCCCC2)cc1
    -13.1	0.0	x	x	3.8	-0.7	-1.7	2.3
> CC1(C)CC(=O)c2c(Cc3ccccc3)noc2C1
    -4.9	0.3	-1.4	-2.8	-0.5	-6.6	1.0	-2.1

Screening results deposited in PubChem BioAssay by Broad Institute.
